GRIN3A LBD mod = modulators (binders) of human NR3A ligand-binding domain. 2.5% of 340,000 active. Tm shift relative to glycine control, % at 25 µM. NR3A LBD differential scanning fluorimetry, Tm shift; 0% = protein alone, 100% = glycine-bound protein;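 active means melting temperature shift of at least 10% of the positive control shift, at one fixed dose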
SENP8 inh = SENP8 (human) protease inhibition; recombinant SENP8, Nedd8 substrate fluorescence; Q96LD8; AID 602440; 0.64% of 360,000 active; inhibition, % at 20 µM; in the data active means inhibition mostly above about 40%, no sharp cut-off; inactive means mostly below about 27%
MPTP block = blocks calcium-induced mitochondrial swelling. isolated mouse mitochondria, Ca2+ swelling absorbance, 30 min. inhibition, % at 10 µM. 1.4% of 360,000 active. AID 602449;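 active means inhibition of 50% or more, scaled per plate between neutral and stimulator controls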;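 further: 0% = DMSO wells given calcium and 100% = 1 mM EGTA wells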
HKDC1 inh = HKDC1 (human) hexokinase inhibition. Q2TB90. recombinant HKDC1, G6PDH/diaphorase resazurin coupled fluorescence. inhibition, % at 20 µM. 0.16% of 340,000 active;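 active means inhibition above about 35% when tested at 20 µM, limit read from the data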;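 further: plate controls were DMSO wells with enzyme for no effect and DMSO wells lacking enzyme for full effect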
Target sequence (Q2TB90 whole entry, looked up): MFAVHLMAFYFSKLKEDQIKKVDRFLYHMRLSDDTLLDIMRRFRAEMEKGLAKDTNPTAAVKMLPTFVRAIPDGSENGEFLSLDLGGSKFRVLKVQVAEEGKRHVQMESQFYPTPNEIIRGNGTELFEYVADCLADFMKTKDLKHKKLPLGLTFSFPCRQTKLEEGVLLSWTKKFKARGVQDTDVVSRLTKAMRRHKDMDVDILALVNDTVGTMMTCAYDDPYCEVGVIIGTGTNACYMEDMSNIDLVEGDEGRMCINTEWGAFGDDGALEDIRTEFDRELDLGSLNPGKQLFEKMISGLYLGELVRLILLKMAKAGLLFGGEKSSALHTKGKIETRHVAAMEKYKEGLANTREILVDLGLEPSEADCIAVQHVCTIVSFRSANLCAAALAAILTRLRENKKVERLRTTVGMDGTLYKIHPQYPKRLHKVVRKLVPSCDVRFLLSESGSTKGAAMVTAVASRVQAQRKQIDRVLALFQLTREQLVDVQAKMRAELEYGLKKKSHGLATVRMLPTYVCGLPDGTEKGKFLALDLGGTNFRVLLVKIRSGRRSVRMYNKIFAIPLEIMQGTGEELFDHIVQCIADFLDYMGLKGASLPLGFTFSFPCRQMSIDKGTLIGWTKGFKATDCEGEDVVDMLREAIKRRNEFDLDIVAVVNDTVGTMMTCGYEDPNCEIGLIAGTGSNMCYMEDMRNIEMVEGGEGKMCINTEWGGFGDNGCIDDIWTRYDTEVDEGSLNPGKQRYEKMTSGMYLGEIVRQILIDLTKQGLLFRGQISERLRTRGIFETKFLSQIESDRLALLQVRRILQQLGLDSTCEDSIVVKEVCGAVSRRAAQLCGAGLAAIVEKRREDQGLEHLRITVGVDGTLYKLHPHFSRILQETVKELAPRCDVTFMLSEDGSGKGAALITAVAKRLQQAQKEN
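Assay system: recombinant HKDC1 hexokinase; detection: coupled resazurin fluorescence, excitation 525 nm, emission 613 nm; benchmarks: DMSO-plus-enzyme-mix negative control, buffer-substituted positive control; compound dosing: single 20 µM dose; schedule: 90 min at room temperature in dark; also added: glucose plus 1 mM ATP as hexokinase substrates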
ATG4B inhibitor = ATG4B (human) cysteine protease inhibition. Q9Y4P1. ATG4B cleavage of LC3-PLA2, NBD-HPC fluorescence, 1 h. inhibition, % at 8.33 µM. 0.51% of 340,000 active; in the data active means inhibition above about 40%
PfGluPho inh = PfG6PD (Plasmodium falciparum) enzyme inhibition; PfGluPho enzyme, NADPH resazurin-diaphorase fluorescence; inhibition, % at 20 µM; 0.78% of 350,000 active; AID 504690;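 active means inhibition reaching at least a set limit at 20 µM in the primary screen, cut at about 59% in these data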;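 further: 0% = DMSO wells with substrate and 100% = DMSO wells lacking glucose-6-phosphate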
SENP6 block = inhibitors of human SENP6 protease | Recombinant SENP6 catalytic domain, aminoluciferin luminescence | inhibition, % at 10 µM | 1.8% of 330,000 active | Q9GZR1;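 active means inhibition above about 50% at the single tested dose, limit read from the data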;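 further: plate controls were DMSO wells with enzyme for no effect and DMSO wells lacking enzyme for full effect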
SENP7 block = inhibitors of human SENP7 protease | Q9BQF6 | inhibition, % at 5 µM | 1.5% of 330,000 active | recombinant SENP7, Z-RLRGG-aminoluciferin luminescence, 40 min;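 active means inhibition above about 50% at the single test dose, limit read from the data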;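 further: plate controls were DMSO with enzyme for no effect and no enzyme buffer wells for full effect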
Starred values were filed as active, the others as inactive; . = no result given.

Screens by letter: A = GRIN3A LBD mod; B = SENP8 inh; C = MPTP block; D = HKDC1 inh; E = ATG4B inhibitor; F = PfGluPho inh; G = SENP6 block; H = SENP7 block
> O=C(NNC(=O)C1CCN(Cc2ccccc2)CC1)c1cccc(Cl)c1
  A: -12 | B: 16 | C: -2.8 | D: -5 | E: 0 | F: 0 | G: -7 | H: -10

> COc1ccc(C2CC(=O)c3cnc(NC(=O)c4cc(OC)cc(OC)c4)nc3C2)cc1 (stereo not drawn)
  A: 3 | B: 4 | C: -0.8 | D: 1 | E: -8 | F: 2 | G: -17 | H: -12

> CCOC(=O)c1c(NC(=O)C2C3C=CC(CC3)C2C(=O)O)sc(C)c1C (stereo not drawn)
  A: 9 | B: -56 | C: 1.0 | D: -3 | E: -5 | F: -4 | G: 2 | H: -2

> CCN(CC(=O)NCc1ccc(Cl)cc1)C(=O)CCc1ccccc1
  A: 5 | B: 30 | C: 0.9 | D: 1 | E: -2 | F: -5 | G: -10 | H: 0

> O=C(COC(=O)c1cccc2ccccc12)Nc1cccnc1Cl
  A: 0 | B: -53 | C: 2.1 | D: -7 | E: -11 | F: 11 | G: -6 | H: 6

> COc1cc(NC(=O)CCC(=O)Nc2ccc3nc(N4CCOCC4)cc(C)c3c2)cc(OC)c1OC
  A: 1 | B: -306 | C: 0.3 | D: 6 | E: -17 | F: -5 | G: 5 | H: -3

> Cc1ccc(/C=C/C(=O)c2cc(Br)ccc2OC(=O)c2ccco2)cc1
  A: 2 | B: 25 | C: 3.6 | D: 30 | E: -3 | F: 13 | G: 2 | H: -2

> Cc1ccc(NC(=O)CCC(=O)NNC(=O)NC23CC4CC(CC(C4)C2)C3)cc1C
  A: 2 | B: -1 | C: -1.6 | D: -5 | E: 18 | F: 6 | G: -21 | H: 2

> CC(C)(C)c1ccc(C(=O)CSc2ncn[nH]2)cc1
  A: 4 | B: 17 | C: -0.1 | D: 0 | E: -3 | F: 44 | G: 16 | H: 1

> CCOc1cc(CNCc2ccccn2)ccc1OCC(=O)NC(C)(C)C
  A: -9 | B: 12 | C: 4.0 | D: 2 | E: 0 | F: -9 | G: 5 | H: 3

> CC1=C(C(N)=O)C(c2ccc(Cl)c(Cl)c2)n2ncnc2N1 (stereo not drawn)
  A: -3 | B: 13 | C: -1.2 | D: 6 | E: 3 | F: 7 | G: -34 | H: -4

> O=C(NCc1ccco1)c1cnn2c(C(F)F)cc(-c3ccccc3)nc12
  A: 0 | B: -370 | C: 0.9 | D: -5 | E: -5 | F: -11 | G: -6 | H: -1

> O=C(Nc1ccc(F)cc1F)c1csc(-c2ccccc2)n1
  A: -1 | B: 14 | C: 0.4 | D: 4 | E: -2 | F: -3 | G: -12 | H: -4

> CC(C)(C)OC(=O)NCc1ccc(CNC(=O)c2nc[nH]c2C(=O)NCc2ccc(CNC(=O)OC(C)(C)C)cc2)cc1
  A: -5 | B: 15 | C: 1.0 | D: -2 | E: -11 | F: -1 | G: -13 | H: -7

> CCOc1ccc(C2CC(=O)NC(SC)=C2C#N)cc1 (stereo not drawn)
  A: 3 | B: 10 | C: -0.2 | D: -4 | E: 0 | F: -20 | G: -4 | H: 5

> CCC(=O)NC(=S)Nc1cccc(NC(=O)c2ccco2)c1
  A: -1 | B: 15 | C: -1.9 | D: -13 | E: 2 | F: -5 | G: -12 | H: 6

> CCOc1ccc(N(CC(=O)N2CCCCCC2)S(C)(=O)=O)cc1
  A: 1 | B: 10 | C: -0.3 | D: -2 | E: -3 | F: 6 | G: -18 | H: 3

> N#Cc1ccc(CSc2nnc(-c3cccnc3)o2)cc1
  A: -5 | B: 2 | C: -1.1 | D: -8 | E: 2 | F: 1 | G: -36 | H: 3

> COc1ccc(NC(=O)CCNC(C)=O)cc1NS(=O)(=O)c1ccc(F)cc1
  A: 0 | B: 20 | C: 0.6 | D: 0 | E: -13 | F: 0 | G: -16 | H: 3

> COc1cc2c(cc1OC)CN(Cc1cc(=O)n3c(-c4ccccc4)csc3n1)CC2
  A: -3 | B: -406 | C: -0.4 | D: 21 | E: 10 | F: 23 | G: 4 | H: -2

> Cc1ccc(NC(=O)N2CCCC2C(=O)Nc2ccc(-n3cnnn3)c(C)c2)cc1 (stereo not drawn)
  A: -4 | B: 22 | C: -0.3 | D: 4 | E: 3 | F: -18 | G: -9 | H: -8

> COC(=O)C[C@H]1c2cc(C(F)(F)F)ccc2S(=O)(=O)N1Cc1ccc(OC)cc1
  A: 1 | B: 17 | C: 7.1 | D: -4 | E: -4 | F: 9 | G: 9 | H: 4

> C[C@H](CO)N1C[C@H](C)[C@@H](CN(C)S(C)(=O)=O)Oc2ccc(NC(=O)Cn3cnnn3)cc2C1=O
  A: -2 | B: 3 | C: -1.4 | D: 2 | E: 2 | F: 10 | G: 3 | H: 8

> N#Cc1ccccc1OCC(=O)Nc1cccc(S(=O)(=O)N2CCCCCC2)c1
  A: -4 | B: 12 | C: 0.0 | D: -1 | E: 26 | F: 29 | G: -2 | H: 5

> O=C(COc1ccccc1)N(Cc1cc2ccccc2[nH]c1=O)CC1CCCO1 (stereo not drawn)
  A: 1 | B: 5 | C: 0.7 | D: -4 | E: -20 | F: 3 | G: -16 | H: 5

> COc1ccc(C(=O)N2CCC(O)(c3ccc(F)cc3)CC2)cc1OC
  A: 2 | B: 24 | C: -2.2 | D: -5 | E: 6 | F: -22 | G: -2 | H: 13

> CCN(CC)C(=O)Cn1cc(S(=O)(=O)CC(=O)Nc2ccc(F)cc2F)c2ccccc21
  A: 1 | B: 1 | C: 0.5 | D: -2 | E: -1 | F: -5 | G: -9 | H: -7

> CC(=O)c1cccc(-n2c(CCC(=O)O)ccc2-c2ccccc2)c1
  A: 0 | B: -4 | C: -1.7 | D: -2 | E: -3 | F: -4 | G: 5 | H: 4

> O=C(NCc1ccc2c(c1)OCO2)C(=O)NCC1OCCCN1S(=O)(=O)c1ccc(F)cc1 (stereo not drawn)
  A: -2 | B: -2 | C: 3.2 | D: -4 | E: -4 | F: -8 | G: 10 | H: -2

> CCCCCCCCNc1ccccc1S(=O)(=O)NCc1ccccc1
  A: -13 | B: -78 | C: 6.1 | D: 11 | E: 2 | F: 22 | G: . | H: -9

> Cc1ccccc1-c1nnc(SCC(=O)N(CC(C)C)c2c(N)n(CC(C)C)c(=O)[nH]c2=O)n1C
  A: -2 | B: 22 | C: 1.8 | D: -3 | E: 7 | F: 3 | G: -13 | H: 8

> COc1ccc(-n2nc3c(N4CCC(C(=O)NCc5ccco5)CC4)nnc(C)c3c2C)cc1
  A: 0 | B: -304 | C: 1.5 | D: -4 | E: 5 | F: 7 | G: -17 | H: 6

> COc1ccc(OC)c(NS(=O)(=O)c2ccc3c(c2)C(C)(C)C(=O)N3C)c1
  A: -2 | B: 15 | C: -1.3 | D: 5 | E: 4 | F: 5 | G: -7 | H: 11

> Cn1c(CN2CCCCC2)nc2cc(NS(=O)(=O)c3ccc(Cl)cc3)ccc21
  A: -2 | B: 10 | C: -0.6 | D: -7 | E: 3 | F: -8 | G: -5 | H: 8

> CCCc1nc2cc(Cl)c([N+](=O)[O-])cc2o1
  A: -1 | B: -2 | C: -5.6 | D: -3 | E: -2 | F: 24 | G: -14 | H: -10

> O=C(CC1Nc2cccc3cccc(c23)NC1=O)Nc1ccccc1 (stereo not drawn)
  A: -5 | B: -106 | C: -1.7 | D: 16 | E: -4 | F: 31 | G: 87* | H: 53*

> Cc1ccc(C)c(NC(=O)c2sc(Cl)nc2-c2ccccc2)c1
  A: 0 | B: 12 | C: 1.0 | D: -8 | E: 0 | F: -14 | G: 3 | H: -1

> CCOc1ccc(Nc2nc(CC(=O)OC)cc(=O)[nH]2)cc1
  A: 0 | B: 9 | C: -0.2 | D: 2 | E: -3 | F: -7 | G: 11 | H: 1

> Cc1ccc(CNC(=O)C2CCCN(c3nc(C)cc(C)n3)C2)cc1 (stereo not drawn)
  A: -1 | B: -29 | C: -2.4 | D: -6 | E: -9 | F: 10 | G: -10 | H: 2

> CC(C)NCCCOc1ccc(Cl)cc1Br
  A: 2 | B: 16 | C: 32 | D: -5 | E: 1 | F: 18 | G: -8 | H: -1

> Cc1cnc(C(=O)OCC(=O)c2ccc(F)cc2)cn1
  A: -1 | B: -4 | C: 0.2 | D: -9 | E: -9 | F: 1 | G: -12 | H: 1

> Oc1ccccc1C1=NOC(O)(C(F)F)C1 (stereo not drawn)
  A: 1 | B: 38 | C: 0.7 | D: -4 | E: 0 | F: 7 | G: -6 | H: 7

> O=C(Cn1cnc2c(NCc3ccccc3)ncnc21)NCc1ccccc1
  A: 0 | B: 14 | C: 0.3 | D: -1 | E: -2 | F: 2 | G: . | H: 3

> COc1cc(/C=N/NC(=O)Cc2ccccc2)ccc1Oc1ccc([N+](=O)[O-])cc1[N+](=O)[O-]
  A: 2 | B: 9 | C: 12 | D: 4 | E: 7 | F: -7 | G: 2 | H: 6

> Oc1cccc2cc3cccc(O)c3c(O)c12
  A: -1 | B: 22 | C: 0.9 | D: -1 | E: 21 | F: -20 | G: 3 | H: -1

> O=C(N/N=C\c1c(O)ccc2ccccc12)c1cncc(Br)c1
  A: 0 | B: 7 | C: 34 | D: -31 | E: -2 | F: -20 | G: 13 | H: -1

> COc1ccccc1CNS(=O)(=O)c1c(C(=O)N2CCCCCC2)c(C)n(C)c1C
  A: 0 | B: 9 | C: -0.2 | D: -3 | E: 3 | F: 4 | G: 7 | H: -3

> CCCSc1nc2ccccc2n1CC(=O)O
  A: -1 | B: 0 | C: -0.9 | D: -1 | E: 4 | F: -24 | G: 13 | H: 5

> Cc1cc(C)nc(N(C#N)Cc2cccc([N+](=O)[O-])c2)n1
  A: 0 | B: 16 | C: -0.8 | D: -5 | E: 1 | F: 1 | G: 8 | H: 4

> NS(=O)(=O)c1ccc(NC(=O)/C=C/c2ccccc2Cl)cc1
  A: 23* | B: 2 | C: -2.6 | D: -9 | E: -13 | F: 5 | G: 2 | H: -3

The listing continues:
Screens by letter: A = GRIN3A LBD mod; B = SENP8 inh; C = MPTP block; D = HKDC1 inh; E = ATG4B inhibitor; F = PfGluPho inh; G = SENP6 block; H = SENP7 block
> Cc1ccc(-c2cc(C(=O)Nc3nccs3)c3ccccc3n2)c(C)c1
  A: 2 | B: -2 | C: -1.0 | D: 15 | E: 3 | F: 2 | G: 0 | H: 2

> Cc1ccc(C)c(C(C)NC(=O)c2ccc(Br)o2)c1 (stereo not drawn)
  A: 0 | B: -3 | C: -0.9 | D: 0 | E: -4 | F: 7 | G: -16 | H: 7

> COCCN(CC(=O)Nc1cccc(C)c1C)C(=O)c1cc(-c2cccs2)nn1-c1ccccc1
  A: 1 | B: -4 | C: 0.2 | D: -4 | E: 14 | F: 4 | G: -5 | H: 3

> O=C(NNC1CC(=O)N(c2cccc(Cl)c2)C1=O)c1cccnc1 (stereo not drawn)
  A: -2 | B: 5 | C: -1.6 | D: 4 | E: 1 | F: -5 | G: -18 | H: -11

> O=C(COC(=O)/C=C/C(=O)OCC(=O)NC12CC3CC(CC(C3)C1)C2)NC12CC3CC(CC(C3)C1)C2
  A: -2 | B: 20 | C: 2.3 | D: -14 | E: -6 | F: -1 | G: 1 | H: 3

> Cc1ccc(S(=O)(=O)CC(=O)N2CCOCC2)cc1
  A: 1 | B: 20 | C: 3.3 | D: -5 | E: -4 | F: 12 | G: 10 | H: 6

> COc1cc(C(=O)Nc2ccc(S(=O)(=O)N(C)c3ccccc3)cc2)cc(OC)c1OC
  A: -31 | B: -1 | C: 2.5 | D: 4 | E: -10 | F: 22 | G: -12 | H: 6

> COCCNC(=O)CS(=O)(=O)Cc1nc(-c2ccc(C)cc2)oc1C
  A: 0 | B: 5 | C: -1.5 | D: -4 | E: -9 | F: -1 | G: 2 | H: -9

Bioassay records deposited in PubChem BioAssay by Sanford-Burnham Center for Chemical Genomics.
